# Screening results deposited in PubChem BioAssay by National Center for Advancing Translational Sciences (NCATS).
# Lamin A splicing: LMNA splicing modulation; hit rate 0.01% among 200,000; Potency, µM (highest dose often 46.1 µM), inactives show at the highest dose ratio change, negative = inhibition, most hits filed as inhibitors; HeLa LMNA splicing GFP/RFP minigene ratio, 48 h; active = well fitted inhibition curve with a large enough effect in the signal ratio, with a control signal flat, not every such curve was filed as active; inconclusive = small, poorly fitted or top-dose-only effect, or effect the other way, or a change in a side signal; the % refers to the signal ratio; note: % is set by controls: 0 for no effect and ±100 for the full control effect
#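 Read-out is the ratio of GFP to DsRed2 object intensity, acquired by 488 nm laser-scanning cytometry on HeLa lamin A-EGFP minigene reporter cells. Compound incubation 48 hrs at 37 °C in Opti-MEM with 2% FBS; DMSO 0.5% final.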
# Tau ThT inhib: inhibitors of human tau fibril formation, thioflavin T binding | hit rate 2.1% among 270,000 | AID 1460 | recombinant tau K18 P301L, heparin-induced fibrillization, ThT fluorescence | Potency, µM (doses to about 57.4 µM), for the others: top-dose activity, negative = inhibition, hits mostly inhibitors; note: % is set by controls: 0 for no effect and ±100 for the full control effect; nearly all actives have a fitted effect of over 55% in size
# Target sequence (P10636 561-689 P618L limits assumed): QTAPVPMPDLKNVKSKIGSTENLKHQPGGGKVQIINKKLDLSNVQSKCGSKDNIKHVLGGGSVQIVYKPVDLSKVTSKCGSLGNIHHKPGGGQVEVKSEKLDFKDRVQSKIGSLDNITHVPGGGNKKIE
#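 Fibril formation assay: tau K18 P301L at 15 uM with trace Alexa 594 label, heparin inducer 20 uM, pH 7 sodium acetate buffer, 37 C for 6 hr; endpoint ThT signal.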
# RECQ1 helicase: blocks DNA unwinding by human RECQ1; P46063; RECQ1 DNA unwinding, red fluorescence kinetic read; Potency, µM (titrated, usually from 57.3 µM), for inactives: at the top dose activity, negative = inhibition, usual class: inhibitors; hit rate 0.54% among 240,000; AID 2549;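 note: plate controls were vehicle for no effect and no enzyme for full effect; nearly all actives have a fitted effect of over 30% in size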
#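 50 nM RECQ1T1 preincubated 15 min with compound in Tris pH 8.0 buffer with MgCl2, DTT, Tween-20 and 2.5 ug/ml poly(dI-dC); started with 200 nM TAMRA/BHQ-2 forked duplex and 2 mM ATP. Unwinding read as fluorescence (525/598 nm), two reads 2 h apart.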
# L3MBTL1 block: inhibitors of human L3MBTL1. Potency, µM (titrated, usually from 57.1 µM), for inactives: at the highest dose activity, negative = inhibition, actives largely listed as inhibitors. Q9Y468. hit rate 0.66% among 230,000. AlphaScreen L3MBTL1–H3K9me1 peptide binding; note: % is set by controls: 0 for no effect and ±100 for the full control effect; nearly all actives have a fitted effect of over 60% in size
#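 L3MBTL1 50 nM + b-AHA-H3(1-15)K9me1 75 nM, 30 min RT; compound added, 30 min RT; streptavidin donor/Ni-chelate acceptor beads 10 ug/mL each final, 30 min RT dark; AlphaScreen read.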
# ALDH1A1 inh: blocks purified human ALDH1A1 activity | Purified ALDH1A1, NADH fluorescence, propionaldehyde substrate | Potency, µM (doses to about 75.3 µM), without a hit: at the highest dose activity, negative = inhibition, actives largely listed as inhibitors | hit rate 7.3% among 220,000 | AID 1030; active = well fitted inhibition curve with a large enough effect, not every such curve was filed as active; inconclusive = small, poorly fitted or top-dose-only effect, or another doubt; inactive = no such curve, though single readings can be large or run the other way;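 note: plate controls were no enzyme wells and a reference inhibitor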
# Target sequence (P00352 whole entry, looked up): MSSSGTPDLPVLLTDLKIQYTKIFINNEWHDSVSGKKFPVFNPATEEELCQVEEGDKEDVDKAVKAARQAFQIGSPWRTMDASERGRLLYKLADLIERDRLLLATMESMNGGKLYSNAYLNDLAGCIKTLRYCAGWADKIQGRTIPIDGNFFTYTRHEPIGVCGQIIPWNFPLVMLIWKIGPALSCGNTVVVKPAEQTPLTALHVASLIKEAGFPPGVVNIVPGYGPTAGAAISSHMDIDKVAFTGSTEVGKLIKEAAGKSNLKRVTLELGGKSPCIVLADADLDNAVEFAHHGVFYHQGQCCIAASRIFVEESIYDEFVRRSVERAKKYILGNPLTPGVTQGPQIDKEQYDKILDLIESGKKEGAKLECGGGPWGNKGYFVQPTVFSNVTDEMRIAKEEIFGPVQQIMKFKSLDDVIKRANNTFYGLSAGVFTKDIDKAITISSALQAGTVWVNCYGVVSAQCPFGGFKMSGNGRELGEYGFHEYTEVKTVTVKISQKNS
# JMJD2E inh: inhibitors of human JMJD2E histone demethylase; B2RXH2; JMJD2E catalytic domain, FDH-coupled NADH fluorescence (FDH is formaldehyde dehydrogenase); Potency, µM (doses to about 57.1 µM), for inactives: top-dose activity change, negative = inhibition, actives largely listed as inhibitors; hit rate 1.6% among 230,000; AID 2147; active = well fitted inhibition curve with a large enough effect, not every such curve was filed as active; inconclusive = small, poorly fitted or top-dose-only effect, or another doubt; inactive = no such curve, though single readings can be large or run the other way;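 note: 0% = wells with enzyme and -100% = buffer wells without enzyme; nearly all actives have a fitted effect of over 50% in size; many of its hits are not listed in these tables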
# Target sequence (B2RXH2 1-337 limits assumed): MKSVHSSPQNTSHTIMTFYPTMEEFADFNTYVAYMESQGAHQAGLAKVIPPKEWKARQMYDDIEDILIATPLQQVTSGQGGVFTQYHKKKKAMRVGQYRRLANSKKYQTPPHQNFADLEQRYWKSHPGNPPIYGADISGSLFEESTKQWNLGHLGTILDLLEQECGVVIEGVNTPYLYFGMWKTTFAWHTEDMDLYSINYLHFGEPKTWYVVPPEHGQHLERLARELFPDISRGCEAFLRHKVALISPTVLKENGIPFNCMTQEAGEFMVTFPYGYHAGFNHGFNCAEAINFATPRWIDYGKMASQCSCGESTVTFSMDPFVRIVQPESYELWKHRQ
# SMN2 splice enh: enhancers of SMN2 splice variant expression. HEK293 SMN2-luciferase splicing reporter, luminescence, 30-36 h. Potency, µM (top dose mostly 46.1 µM), inactives show at the highest dose activity change, positive = activation, most hits filed as activators. hit rate 2.8% among 210,000. AID 1458; note: % of control where 0% means no effect; nearly all actives have a fitted effect of over 55% in size
#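 HEK293 cells carry an SMN2 minigene-luciferase reporter in which exon 7 inclusion puts luciferase in frame. Cells were seeded at 2000 cells/well, attached for 10-12 hours, then exposed to compounds for 30-36 hours at 37C before ONE-Glo luminescence.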
# Luc counter: blocks Kinase-Glo luciferase, a counter-screen artifact; Q27757; Kinase-Glo luciferase, ATP luminescence, 8 min; Potency, µM (highest dose often 38.3 µM), without a hit: at the highest dose activity change, negative = inhibition, usual class: inhibitors; hit rate 0.28% among 200,000; AID 1379; note: % is set by controls: 0 for no effect and ±100 for the full control effect; nearly all actives have a fitted effect of over 60% in size
#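 Luminescence was the read-out, taken after 8-minute incubation at ambient temperature. Luciferase turned over luciferin with 10 uM ATP in imidazole pH 7.2 buffer containing KCl, MgCl2, Tween 20 and BSA.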
# Active calls of the source: *; i = inactive; ? = inconclusive; . = not tested or not shown; & = joins results of further samples; [ ] = dose if it differs, or a comment. Unless noted, calls come from the whole dose curve; as a rule, active = well fitted curve in the direction sought with a large enough effect; inconclusive = small, poorly fitted or top-dose-only effect, or another doubt; inactive = no such curve, though single readings can be large; an effect the other way counts as inactive or inconclusive. Potency is the fitted concentration of half-maximal effect. This is a subset. The share of hits here may be higher or lower than overall.
SMILES,Lamin A splicing,Tau ThT inhib,RECQ1 helicase,L3MBTL1 block,ALDH1A1 inh,JMJD2E inh,SMN2 splice enh,Luc counter
CCOc1ccc(/C=C2\SC(=S)N(CC(=O)N(CCO)C(C)(C)C)C2=O)cc1,-10%[46 µM],-16%,14%,-10%,-11%,12%,-15%,-4%
COc1ccc(C[C@H]2CN3C(=NC[C@@H]3C)N2CCNC(=O)CCC2CCCCC2)cc1,.,0%,-6%,4%,?,-1%,.,.
O=C(Nc1ccc(S(=O)(=O)N2CCOCC2)cc1)c1cccs1,-4%,1%,-1%,.,?,-2%,2%,-3%
Clc1ccc(OCCn2ccnc2)c2ccccc12,?,-13%,17%,.,-2%,-11%,-18%,0%
Cc1ccc(SCc2ccc(C(=O)Nc3cccnc3)cc2)cc1,-5%,4%,-27%,6%,4%,0%,39%,0%
Cn1cc(C(=O)NCc2ccc(F)cc2)cn1,.,-4%,i,.,4%,7%,-26%,-2%
Cc1cc(N2CCCC(C(=O)Nc3cccc4ccccc34)C2)n2ncnc2n1 (stereo not given),-8%[46 µM],-12%,-6%,.,6%,-10%,-36%[inhibitor],3%
Cc1ccc(-c2ccc(CCC(=O)O)n2NC(=O)c2ccc([N+](=O)[O-])cc2)cc1,.,9%,-11%,-6%,-14%,-3%,.,.
COc1cc2c(cc1OC)CN(CC(=O)NC(=O)NC(C)(C)C)CC2,?,-4%,-5%,.,6%,-15%,-23%,0%
CCc1cccc(NC(=O)CN(C)S(=O)(=O)c2cccc3nsnc23)c1,-9%,-4%,-5%,-8%,2%,6%,-8%,0%
CC(=O)N/C(=C\c1ccccc1)C(=O)Nc1ccc(O)cc1,2%[46 µM],2%,i,3%,2%,2%,.,-2%
N#Cc1c(N)sc2c1CCN(CCc1ccccc1)C2,-11%,?,6%,4%,?,?,-1%,1%
O=C(NC1CCCCC1)c1cc(Cl)nc2ccccc12,-9%,7%,-18%,8%,-7%,6%,-10%,2%
CC1=C(C(=O)OC2CCCCC2)C(c2ccc(C)o2)C2=C(CC(C)(C)CC2=O)N1 (stereo not given),14%,-10%,-8%,-7%,?,?,-5%,-2%
O=C(NNC(=S)Nc1ccc(Cl)cc1Cl)C1CC1,-10%,1%,-4%,4%,?,12%,6%,-1%
O=C(Nc1ccc2c(c1)OCCO2)C1CCN(C(=O)c2ccc(F)cc2)CC1,-3%,-11%,-10%,-3%,-10%,4%,-10%,-2%
O=C(O)C(Cc1ccccc1-c1ccccc1)C(=O)O,.,3%,-2%,.,9%[13.5 µM],-5%,-18%[9.22 µM],-10%[7.66 µM]
CCN1CCN(CC(O)COCc2ccccc2)CC1 (stereo not given),9%,4%,-4%,-2%,-2%,-8%,5%,1%
Cc1ccc(NC(=O)C(c2ccc(Cl)cc2)N2CCOCC2)cc1 (stereo not given),.,-1%,-3%,.,5%,-7%,?,13%
COc1ccc(N2CCN(C(=O)c3nc4nc(C)cc(C)n4n3)CC2)cc1,4%[46 µM],-8%,-3%,5%,2%,2%,-1%,2%
CCN(Cc1ccccc1)Cc1nnnn1Cc1ccccc1,16%[46 µM],-1%,1%,8%,?,7%,-12%,1%
CN(C)c1cnn(-c2ccccc2)c(=O)c1Cl,0%,-7%,2%,1%,-9%,-1%,21%,1%
COc1ccc(-n2cc(CNCCc3cscn3)c(-c3ccccc3Cl)n2)cc1,?,-15%,i,-18%,?,-22%,.,-5%
COc1cc2cc(CN(CCc3ccccc3C)C(=S)NCCCN3CCOCC3)c(=O)[nH]c2cc1OC,.,-9%,i,-13%,?,?,.,.
O=C(Nc1ccc2nc(-c3cccnc3)[nH]c2c1)c1ccccc1F,-7%,-10%,0%,0%,-3%,-10%,0%,-1%
# Additional results follow.
SMILES,Lamin A splicing,Tau ThT inhib,RECQ1 helicase,L3MBTL1 block,ALDH1A1 inh,JMJD2E inh,SMN2 splice enh,Luc counter
O=C(O)/C=C\C(=O)Nc1ccc(N2CCN(c3ccc(Cl)cc3)CC2)cc1,-1%[46 µM],3.5µM*,-9%,?,11µM*,-29%,.,-3%
O=C(C(c1ccccc1)c1ccccc1)N1CCN(c2ccccn2)CC1,-10%[46 µM],-17%,-18%,.,?,?,2%,-2%
Cc1ccc2nc(C)cc(C(=O)OCC(=O)c3ccc(Cl)c([N+](=O)[O-])c3)c2c1,24%,?,-2%,-5%,20µM*,-11%,-21%,-3%
CCOC(=O)c1cnc2c(C#N)c(C)nn2c1C,2%,?,-17%,6%,?,?,-8%,-1%
COc1ccc(-c2ccc(CCC(=O)O)n2NC(=O)c2ccc(O)cc2)cc1,.,-3%,i,-2%,6%,-10%,.,2%
O=C(O)c1cc2cc(Cl)ccc2[nH]1,-4%,7%,4%&-11%,.,4%,4%,-9%,0%
Cc1cccc(OCCC(=O)NCC(c2ccccc2)N(C)C)c1 (stereo not given),-4%,-11%,1%,5%,3%,-5%,1%,2%
Cc1ccc(-n2ccc(=O)c(C(=O)O)n2)cc1,7%,3%,-2%,.,-4%,-6%,2%,-2%
CCS(=O)(=O)N1CCN(Cc2ccc([N+](=O)[O-])cc2)CC1,-20%,2%,-6%,-4%,?,3%,-13%,-1%
Nc1nc(SCC(=O)NCc2ccco2)[nH]c(=O)c1-c1ccccc1,-5%,-5%,0%,-4%,5%,-2%,-2%,1%
CSC1=C(C#N)C(c2ccccc2C)C(C#N)=C(N)N1 (stereo not given),25%,-8%,-3%,4%,22µM*,?,-1%,2%
COc1ccc(C2(C(=O)NCCN3CCOCC3)CCOCC2)cc1,-3%,-2%,i,9%[11.4 µM],-3%,-1%,-6%,2%
CCC(O)CNc1nc(-n2nc(C)cc2C)nc2sc3c(c12)CC(C)(C)OC3 (stereo not given),?,-5%,i,1%,?,-3%,-3%,-3%
COCCNC(=O)Cn1cnc2c1c(=O)n(C)c(=O)n2C,-2%,-3%,5%,.,3%,4%,-9%,22%
CN1CCC[C@@H](CC2c3ccccc3Sc3ccccc32)C1,?,.,-8%[25.9 µM],.,8%[20.9 µM],-2%[25.5 µM],4%[20.6 µM],2%[17.1 µM]
CN(C)C(=O)[C@]1(C)C[C@H]1[C@H](NC(=O)CNC(=O)[C@@H]1CCCN1C(=O)[C@]1(C)C[C@H]1[C@H](NC(=O)OCc1ccccc1)c1ccccc1)c1ccccc1,.,-13%,-1%,.,?,-4%,-14%,-3%
CN1C(=O)c2ccc(C(=O)NCc3ccc4c(c3)OCO4)cc2C1=O,7%,6%,-4%,9%,-15%,7%,-9%,-1%
COc1cc2nc(SCC(=O)NCCc3ccccc3)n(Cc3ccco3)c(=O)c2cc1OC,-13%,-11%,-4%,.,3.5µM*,2%,.,3%
N/C(=N\c1nc(C(F)(F)F)cc(=O)[nH]1)Nc1ccc(Cl)cc1,-22%,-1%,-5%,4%,25%,16%,4%,2%
CCOC(=O)N1CCN(C(=O)C(=O)NN)CC1,14%[46 µM],-2%,-7%,-2%,13µM*,171%[activator],.,-1%
C[C@@H](/C=C\c1cccc(Oc2ccc(F)cc2)c1)N(O)C(N)=O,.,?,-11%,.,?,-20%,.,0%
CC(=O)Nc1ccc(S(=O)(=O)Nc2ccc3c(c2)C(=O)OC3)cc1,.,0%,-8%,3%,16%,3%,6%,-1%
Cc1c(C(=O)NCCCN2CCOCC2)oc2c1C1(CCC2)SCCS1,?,-16%,8%,-15%,-2%,-8%,5%,-1%
Cc1cc(C)nc(N(C#N)CCOc2ccc(Cl)cc2)n1,-7%,1%,-4%,?,?,2%,-16%,-3%
Cc1cc(=O)[nH]c(Cc2ccc(OC(C)C)cc2)n1,1%,-5%,-5%,8%,-2%,-5%,50%,3%
# Remaining list, next part:
SMILES,Lamin A splicing,Tau ThT inhib,RECQ1 helicase,L3MBTL1 block,ALDH1A1 inh,JMJD2E inh,SMN2 splice enh,Luc counter
CCCCc1nnc(NC(=O)CN2C(=O)c3ccccc3C2=O)s1,12%[46 µM],-7%,-6%,-3%[11.4 µM],0%,-14%,5%,0%
Cc1cccc(NC(=S)Nc2ccc(Cl)c(Cl)c2)c1,-3%[46 µM],20%,-6%,-4%[11.4 µM],?,-14%,-30%,4%
CSc1ccc(S(=O)(=O)Nc2c(C)cccc2C)cc1,2%,-6%,-6%,.,?,-4%,?,-2%
Cc1cc(C)c(S(=O)(=O)c2ccccc2C)c(OCCO)n1,-4%[46 µM],1%,-7%,2%,-1%,4%,-10%,7%
O=C(N/N=C/c1ccco1)Nc1ccccc1,-1%,-6%,-4%,6%,-6%,-10%,.,.
CCn1c2ccc(F)cc2c2nc3ccccc3nc21,.,?,i,44%[activator],-6%,?,.,.
CCOC(=O)N1CCN(C(=O)Cc2ccc(-n3c(=S)[nH]c4ccccc4c3=O)cc2)CC1,2%,-19%,i,1%,-10%,4%,-9%,3%
CN(C)/C=C(\C#N)C(=O)Nc1ccccc1,?,1%,i,26%,4%,5%,22%,-9%
COc1ccc(OC)c(/C=N/N(C)c2ccccc2)c1,3%,13µM*,-15%,.,?,3%,?,0%
O=C(Nc1ccc(Cl)cc1)Nc1nnc(-c2ccncc2)s1,-18%,-12%,-10%,6%,5%,?,-57%[inhibitor],-2%
CSc1ncc(Cl)c(C(=O)Nc2ccccc2Cl)n1,?,-4%,-4%,6%,3%,?,3%,2%
CCCn1c(/N=C/c2cc(OC)ccc2O)nc2ccccc21,-3%,1%,i,-1%,28%,0%,.,.
Cc1cc(C)n(-c2ccc(C(=O)Nc3ccc(C)c(S(=O)(=O)N(C)C)c3)cc2)n1,?,-6%,-14%,2%,?,0%,-15%[1.84 µM],0%
CC(C)c1ccccc1NC(=O)c1ccco1,8%,?,-17%,1%,-8%,-5%,-5%,-1%
C/C(=N\NC(=O)CC#N)c1cc2ccccc2oc1=O,-6%,-3%,-1%,2%,?,-3%,.,-3%
O=C(NCCCNC(=O)c1cncc(O)c1)c1cncc(O)c1,.,-2%,i,.,-7%,?,6%,-3%
